Glyco luc inh: blocks N-linked glycosylation in D54 reporter cells | D54 ERlucT glycosylation luciferase reporter, 24 h; percent of 100 nM tunicamycin response | reporter increase, % at 12.5 µM | 360,000 compounds, 0.23% hits;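 active = mean luciferase reporter signal, scaled so untreated is 0 and the glycosylation-blocking control 100, at or above a set limit in every replicate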;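 also: luciferase carries N-glycosylation sites so blocking glycosylation raises the light; 0% = median of neutral control wells and 100% = median of 100 nM tunicamycin wells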
aDG glyco up: alpha-DG glycosylation activation. Pro5-aDG cells, alpha-DG glycosylation AlphaScreen (IIH6); 0% Pro5, 100% B10-LARGE cell signal. AID 624168. 360,000 compounds, 0.22% hits. activation, % at 10 µM;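 active = activation of at least 8% versus controls, or a plate z-score of at least 8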;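 also: Pro5 are CHO cells carrying HIG-tagged alpha-DG that lacks glycosylation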
Granule exo inh: blocks lytic granule exocytosis | 360,000 compounds, 0.66% hits | inhibition, % at 10 µM | TALL-104 LAMP-1 surface exposure, flow cytometry; cells stimulated with thapsigargin and PMA;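 active = inhibition above about 55%, limit read from the data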
PDI turbidity: PDI (human) enzyme inhibition. PDI insulin aggregation turbidity, A650, 90 min. AID 588391. 350,000 compounds, 0.052% hits. inhibition, % at 10 µM. P07237;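 active = mean inhibition across replicates of 30% or more, whatever share of single replicates reach that level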;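 also: absorbance from insulin aggregation driven by PDI reduction with DTT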
Target sequence (P07237 whole entry, looked up): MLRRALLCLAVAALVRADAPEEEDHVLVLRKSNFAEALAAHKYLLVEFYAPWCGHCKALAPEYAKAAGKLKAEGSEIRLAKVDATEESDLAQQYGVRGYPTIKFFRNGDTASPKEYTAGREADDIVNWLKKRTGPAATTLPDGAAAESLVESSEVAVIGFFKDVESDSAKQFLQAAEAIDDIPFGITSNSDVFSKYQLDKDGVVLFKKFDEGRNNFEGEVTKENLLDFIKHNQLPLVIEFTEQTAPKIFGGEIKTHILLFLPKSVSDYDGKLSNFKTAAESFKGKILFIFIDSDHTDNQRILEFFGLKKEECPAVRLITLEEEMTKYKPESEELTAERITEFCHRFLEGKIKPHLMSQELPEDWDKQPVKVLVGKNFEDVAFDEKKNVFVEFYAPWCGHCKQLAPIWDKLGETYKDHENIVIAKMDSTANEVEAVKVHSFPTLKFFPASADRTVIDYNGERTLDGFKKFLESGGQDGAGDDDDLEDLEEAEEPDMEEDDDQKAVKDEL
Vif inh: HIV Vif inhibition; HEK293T cells, Vif self-association by quenched fluorescence, imaging, 24 h; inhibition, % at 7.49 µM; 340,000 compounds, 0.35% hits; AID 602346; in the data active = inhibition above about 50%, passing the limit was not always enough; also: some results filed as inactive read as strong as hits
Cardio protect: modulators protecting cardiomyocytes from myocardial damage; H9c2 cardiomyocytes, H2O2 injury protection, ATPLite, 2 h; protection from H2O2 cell death, % at 20 µM; 360,000 compounds, 0.63% hits; AID 588492;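 active = compounds giving at least 50% protection of heart cells from peroxide-induced death in the single-dose screen, raw or plate-pattern-corrected value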;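 also: 0% = DMSO wells with peroxide and 100% = DMSO wells without peroxide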
iPSC survival up: enhancers of human iPSC single-cell survival; hiPSC single-cell survival, ATPlite luminescence; 100% = ROCK inhibitor wells, 0% = DMSO; survival enhancement, % at 20 µM; 360,000 compounds, 0.044% hits; AID 602274; in the data active = survival enhancement above about 18%;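 also: cells exposed to compounds for 16 hours before the ATP read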
CaV13 ICDI inh: Primary screen for inhibitors of IQ motif and Ca2+-dependent inactivation inhibitor domain binding in CACNA1D, Förster resonance energy transfer in living cells, … | AID 743397 | inhibition, % at 12.3 µM | 340,000 compounds, 0.098% hits | HEK cells, CFP/YFP FRET ICDI-IQ, plate reader, 10 min; percent FRET-ratio fall versus neutral wells;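 active = mean replicate inhibition of at least 30% and at least 1% of replicates passing that level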;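 also: 0% = median of the neutral control wells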
m5-HT2A agonist: mouse HTR2A agonism via beta-arrestin recruitment; 360,000 compounds, 0.66% hits; CHO-K1 mHTR2A beta-arrestin complementation, luminescence; percent of 30 µM serotonin response; activation, % at 7.6 µM; AID 624169; P35363;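 active = activation above a run cutoff, the mean activation of all tested compounds plus 3 SD, cut at about 14% in these data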;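 also: 0% = plate median of compound wells and 100% = 30 µM serotonin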
Target sequence (P35363 whole entry, looked up): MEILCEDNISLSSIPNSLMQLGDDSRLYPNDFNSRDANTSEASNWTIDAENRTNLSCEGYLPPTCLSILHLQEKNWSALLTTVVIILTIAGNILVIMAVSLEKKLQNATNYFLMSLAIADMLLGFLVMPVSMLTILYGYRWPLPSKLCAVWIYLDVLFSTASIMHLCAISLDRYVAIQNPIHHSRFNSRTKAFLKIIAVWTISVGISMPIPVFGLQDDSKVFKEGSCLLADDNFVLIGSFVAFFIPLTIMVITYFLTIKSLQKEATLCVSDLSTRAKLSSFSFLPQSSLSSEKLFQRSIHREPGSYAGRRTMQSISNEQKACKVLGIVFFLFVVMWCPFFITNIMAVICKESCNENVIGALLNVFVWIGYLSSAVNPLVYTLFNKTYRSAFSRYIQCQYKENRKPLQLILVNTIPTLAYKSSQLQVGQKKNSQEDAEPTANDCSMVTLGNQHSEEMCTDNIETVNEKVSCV
ABCB6 inh MLPCN: inhibitors of human ABC transporter ABCB6 | Q9NP58 | K562-ABCB6 porphyrin accumulation, flow cytometry, 1 h; hits give low values | fluorescence ratio to DMSO, % at 10 µM | 360,000 compounds, 0.19% hits;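 active = fluorescence ratio to DMSO below 75%, the collection mean minus 3 SD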;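 also: signal is porphyrin accumulated inside mitochondria; 100% equals median channel fluorescence of DMSO control wells; lower ratio means ABCB6 inhibition with less porphyrin fluorescence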
* marks the source's active call; other numbers are inactive results; / = no result given.

SMILES | Glyco luc inh | aDG glyco up | Granule exo inh | PDI turbidity | Vif inh | Cardio protect | iPSC survival up | CaV13 ICDI inh | m5-HT2A agonist | ABCB6 inh MLPCN
COCCn1c(C)cc(C2=NNC(=Nc3ccc(Cl)cc3Cl)SC2)c1C | -1 | -0.4 | 4 | -15 | 9 | -4 | -1.6 | -7 | 2 | 97
CC(C)(C)Nc1nc(SCC(=O)Nc2ccccc2)nc(N2CCOCC2)n1 | 2 | -0.2 | 4 | 6 | 4 | 2 | -0.2 | -1 | 10 | 91
COCCN1C(=O)N[C@@H](c2ccccc2)C(C(=O)OC)=C1C | 5 | -0.2 | -2 | 1 | -5 | -1 | -3.0 | -11 | 2 | 86
Cc1cccc(OCCCCNCc2ccccc2)c1 | 0 | 1.0 | -2 | 23 | -12 | 6 | -1.8 | -4 | -2 | 99
Cc1cccc(C(C)Nc2ccc([N+](=O)[O-])cn2)c1 (configuration not stated) | -1 | -0.1 | 6 | -6 | -4 | -2 | 7.8 | -5 | -4 | 91
O=C(N/N=C/c1c(Cl)cccc1Cl)c1ccc(F)cc1 | -4 | -0.1 | -2 | 2 | -15 | -4 | -1.4 | -7 | 1 | 97
CS(=O)(=O)N(Cc1ccc(C(=O)NCCSCc2ccco2)cc1)c1ccccc1 | -4 | 0.2 | 3 | 5 | -14 | 4 | 1.3 | -3 | -3 | 85
CCOC(=O)C(NC(=O)OC(C)C)(Nc1nccs1)C(F)(F)F (configuration not stated) | 1 | -0.3 | 0 | 2 | -4 | 9 | -1.1 | 0 | -3 | 102
Cc1ccc2c(c1)c1c(n2CC(O)Cn2ccnc2C)C(=O)CCC1 (configuration not stated) | -1 | 0.2 | -2 | 5 | 7 | 14 | 3.2 | / | -6 | 99
COc1cc2c(cc1NC(=O)c1ccncc1)oc1ccccc12 | 2 | 0.0 | 4 | 7 | -1 | 12 | -0.3 | / | -4 | 103
O=C1C=CC(=O)N1Cc1cccnc1 | 0 | -0.1 | 39 | 14 | -5 | 1 | 2.8 | -10 | 4 | 99
CC(C)(C)n1nnnc1C(c1ccc(Cl)cc1)N1CCCc2ccccc21 (configuration not stated) | -7 | 0.7 | 10 | 3 | 9 | 0 | -0.2 | -5 | 1 | 89

Looked up one by one from the entries so far, 2 records:
SMILES | Glyco luc inh | aDG glyco up | Granule exo inh | PDI turbidity | Vif inh | Cardio protect | iPSC survival up | CaV13 ICDI inh | m5-HT2A agonist | ABCB6 inh MLPCN
COc1cc2c(cc1NC(=O)c1ccncc1)oc1ccccc12 | 2 | 0.0 | 4 | 7 | -1 | 12 | -0.3 | / | -4 | 103
COCCN1C(=O)N[C@@H](c2ccccc2)C(C(=O)OC)=C1C | 5 | -0.2 | -2 | 1 | -5 | -1 | -3.0 | -11 | 2 | 86

Continuation.
SMILES | Glyco luc inh | aDG glyco up | Granule exo inh | PDI turbidity | Vif inh | Cardio protect | iPSC survival up | CaV13 ICDI inh | m5-HT2A agonist | ABCB6 inh MLPCN
CC1CC(C)CN(C(=O)C2CCN(S(=O)(=O)c3cccc4cccnc34)CC2)C1 (configuration not stated) | -2 | 0.1 | 1 | 9 | 6 | -2 | -0.3 | / | 0 | 92
CC(C)CCNC(=O)C1CC(=O)N(CCc2ccccc2)C1 (configuration not stated) | 0 | 0.0 | -13 | 5 | 1 | 4 | 0.1 | -3 | -6 | 102
COc1cccc(CNC(=O)Cn2ncn3cccc3c2=O)c1OC | -1 | 0.2 | -4 | / | / | 4 | -1.5 | -5 | 1 | 102
O=C(COc1ccccc1[N+](=O)[O-])N/N=C/c1ccc[nH]1 | 0 | -0.1 | -10 | -9 | 18 | -5 | -0.7 | -14 | 0 | 98
CC(C)(C)c1ccc(C(=O)Cn2nc(C(=O)O)c3ccccc3c2=O)cc1 | 0 | 0.8 | 3 | -3 | 0 | -6 | 1.5 | 2 | 5 | 92
Cc1nc(SCC(=O)c2ccccc2)[nH]c(=O)c1Oc1ccc(Cl)cc1 | 1 | 0.0 | -4 | -3 | 4 | 5 | 0.6 | -5 | 1 | 104
c1ccc(CCNc2nc3ccccc3n3nnnc23)cc1 | 1 | -0.2 | -3 | -10 | -2 | 17 | 2.2 | -3 | -1 | 100
CCOC(=O)COc1c(OC)cc(Cl)cc1C1Nc2ccccc2C(=O)N1c1ccccc1 (configuration not stated) | -1 | 0.0 | -4 | 0 | -11 | 4 | 3.6 | -7 | -4 | 103
COc1ccccc1-n1ccn(CC(=O)Nc2ccc(C)cc2Cl)c(=O)c1=O | 2 | 0.0 | 0 | 0 | -2 | 2 | 0.8 | -14 | 6 | 99
COc1cc(CCCN2CCNC[C@@H]2Cc2ccc(O)cc2)cc(OC)c1OC | 6 | -0.1 | -4 | -2 | -4 | 9 | 2.3 | -11 | 0 | 93
Cc1c2cnn(CC(=O)N3CCOCC3)c(=O)c2c(C)n1Cc1ccc(F)cc1 | 1 | 0.7 | 2 | / | 5 | 10 | 3.0 | 1 | 7 | 100
FC(F)(F)COc1ccc(-c2nnc(SCc3c(Cl)cccc3Cl)o2)cn1 | -2 | 0.1 | -1 | -11 | -13 | -2 | 0.9 | -20 | 3 | 102
CC(C)(C)OC(=O)N1Cc2ccccc2C[C@H]1C(=O)O | 2 | -0.1 | 1 | -4 | 4 | 9 | 2.4 | / | 5 | 101
Cc1nn(-c2ccccc2)c(C)c1C1C(C#N)=C(N)Oc2n[nH]c(C)c21 (configuration not stated) | 1 | 0.0 | 0 | 6 | 0 | -4 | -1.9 | -6 | -2 | 96
CC(C)CSc1nnc2c3ccccc3n(C)c2n1 | -1 | -0.2 | 3 | -3 | -15 | -9 | -0.2 | -20 | -3 | 98
Cc1cccc(CNC(=O)c2sc(=O)n(Cc3ccccc3C)c2C)c1 | -10 | 0.0 | -4 | -14 | -3 | 0 | 0.4 | 19 | -10 | 96
CN(CC(=O)Nc1sccc1C#N)Cc1ccccc1 | -1 | -0.1 | -4 | -24 | 6 | 2 | -0.2 | -5 | 2 | 99
Cc1ccc(-n2c(C)c(C)c3c(NCCCO)ncnc32)cc1 | -2 | 0.0 | -7 | 18 | 6 | -3 | 1.6 | -2 | 2 | 98
O=C(CC1CCCCC1)NCc1ccco1 | 1 | -0.2 | -1 | 1 | -3 | 2 | -0.6 | -3 | 2 | 99
COc1cc2oc(=O)cc(-c3ccc(-c4ccc(O)cc4)cc3)c2c(OC)c1OC | -2 | -0.1 | -2 | 5 | -2 | 3 | 0.5 | -6 | -4 | 100
Cc1cccc2cc(CN(Cc3cccs3)C(=S)NCc3ccco3)c(=O)[nH]c12 | -6 | 0.0 | 2 | 1 | 3 | 3 | -0.1 | -4 | 2 | 86
CCOC(=O)CSCC(=O)Nc1cc(C)ccc1C | 3 | -0.2 | 7 | 2 | -2 | 6 | -1.9 | -3 | 6 | 117
CCCCOc1ccc(S(=O)(=O)NCc2csc(C)n2)cc1 | -3 | 1.1 | -2 | 0 | / | -22 | -0.4 | / | 0 | 98
Cc1cc(NC(=O)CSc2nnc(-c3ccccc3)n2Cc2ccco2)no1 | -3 | 0.0 | -1 | 9 | 2 | -1 | 3.7 | -5 | 1 | 89
O=C(O)c1ccc(S(=O)(=O)N2CCC(n3nnc4cc(C(F)(F)F)ccc43)CC2)cc1 | 1 | 0.0 | -7 | -6 | 3 | -3 | 0.7 | -2 | 0 | 97
Cc1cc(C)nc(SC/C=C/c2ccccc2)n1 | -2 | 0.0 | 9 | -4 | 24 | -5 | -0.4 | -5 | -8 | 100
Cc1cc(C)c([N+](=O)[O-])cc1NC(=O)CCSc1ccccc1Cl | 1 | 1.2 | 1 | 8 | 17 | -9 | -0.2 | -5 | 2 | 572
COc1ccc(S(=O)(=O)Nc2ccccn2)cc1 | 1 | 0.0 | 0 | 0 | 3 | 4 | -0.4 | -2 | -2 | 97
CCOc1ccccc1NC(=O)C1=C(C)NC(=O)NC1c1cccc(OC)c1OC (configuration not stated) | 1 | 0.2 | -2 | -5 | 9 | 9 | 0.4 | -8 | 4 | 95
CCCc1nc2sc3c(c2c(=O)n1N)CCC3 | 1 | 0.0 | -1 | -3 | 14 | -13 | 4.8 | / | 4 | 94
COc1ccc(C(C)=O)cc1CN(c1ccccc1OC)S(=O)(=O)c1cccs1 | -2 | 0.0 | 92* | 3 | -6 | 6 | -0.6 | -3 | -2 | 102
CC(C)n1cc(CN2CCC(C(=O)Nc3cccc(-c4cccc(Cl)c4)c3)CC2)cn1 | -3 | 8.6* | 39 | -13 | -3 | -10 | -0.4 | -7 | -8 | 102
CCOc1ccc(-n2cc(-c3ccccc3)c3c(=S)nc[nH]c32)cc1 | -2 | 0.8 | -5 | -2 | -17 | 52* | -0.3 | -15 | -6 | 102
S=C1NC[C@H](CC2CCCCC2)N1CC1CCCCC1 | -7 | 3.0 | 0 | 6 | / | -10 | -3.5 | -5 | 13 | 93
CCOC(=O)Cc1csc(SCC(=O)NC2CCCC2)n1 | -1 | -0.1 | 2 | -5 | 31 | -1 | -0.2 | -5 | 13 | 92
O=C1NC(c2ccncc2)C(C(=O)c2cccs2)C(O)(C(F)(F)F)N1 (configuration not stated) | -1 | -0.2 | 0 | 3 | 4 | 11 | -0.8 | -5 | 2 | 102
Cn1ncc(N=Cc2ccccc2)c1C(=O)Nc1cccc(Cl)c1 | 1 | -0.2 | 2 | -2 | / | 6 | -1.8 | -6 | -2 | 100
COc1cc2c(cc1OC)C(c1ccccc1)N(C(=O)CCl)CC2 (configuration not stated) | 19 | 0.6 | 0 | 18 | / | -28 | -1.5 | -4 | -2 | 100
CCOC(=O)C1=NN(c2ccccc2)C(c2ccccc2)CC1=O (configuration not stated) | 0 | 0.0 | -1 | -4 | -2 | 2 | -2.6 | -5 | -1 | 98
O=S1(=O)N=C(Nc2nc3c(s2)CCCC3)c2ccccc21 | -5 | 0.2 | 1 | 7 | 0 | -39 | -2.3 | -1 | -1 | 80
Cc1c(Nc2ncccc2C(=O)O)cccc1C(F)(F)F | 1 | 0.0 | -3 | 1 | -3 | -6 | -1.4 | -6 | -3 | 102
CC(=O)Nc1ccc(CN(C)c2c(C)nc3ccc(C(=O)N4CCN(C(=O)c5ccco5)CC4)cn23)cc1 | 2 | -0.3 | -8 | 1 | -2 | 0 | 1.5 | -5 | -1 | 112
COc1cccc(C(O)c2nc(-c3cccc(F)c3)cs2)c1 (configuration not stated) | -1 | 0.0 | -2 | -6 | -2 | -2 | 1.7 | -4 | 3 | 91
O=C(CNC(=O)c1ccccc1F)N/N=C/c1cc(Br)ccc1OCc1ccccc1 | 0 | 0.8 | 1 | 3 | -6 | 3 | 0.1 | 6 | -6 | 92
O=C(Cn1c(=O)oc2cc(S(=O)(=O)N3CCCC3)ccc21)N1CCN(C2CCCCC2)CC1 | -7 | 0.1 | -8 | 13 | / | 21 | 0.5 | -6 | 0 | 97
Cc1cc([N+](=O)[O-])c(C)cc1-c1ccc(/C=N/NC(=O)Cn2nnnc2N)o1 | -2 | 0.1 | 3 | 0 | -3 | 5 | -2.8 | -6 | -2 | 104
Cc1ccccc1NC(=O)c1sc2nc[nH]c(=O)c2c1C | 0 | -0.1 | 0 | -3 | -4 | 1 | -0.1 | -7 | 0 | 101
COc1ccc(C(=O)NNC(=O)C(=O)Nc2ccc(C)cc2)cc1 | -2 | -0.2 | -7 | -7 | -14 | 2 | 3.5 | -2 | 3 | 91
